DRD3 antagonist = antagonists of human D3 dopamine receptor | P35462 | hit rate 2.5% among 360,000 | D3R cells, DiscoveRx beta-arrestin luminescence, antagonist mode; stronger effect = lower value | max response, negative = inhibition, %; in the data active = max response below about -50%; inconclusive = no clear call, values can overlap the other calls; note: % is set by controls: 0 for no effect and ±100 for the full control effect; mostly tested at two doses, the higher about 12 µM
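Cells expressing the human receptor were seeded at 1500 cells/well, incubated overnight at 37 degrees C in 5% CO2, then exposed to library compounds with dopamine controls for 90 minutes at 37 degrees C before luminescent detection.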
PLK1 PBD inh = inhibitors of human PLK1 polo-box domain binding. P53350. Plk1 PBD binding of FITC phosphopeptide, fluorescence polarization. Potency, µM, for the others: max response, negative = inhibition, usual class: inhibitors. hit rate 2.8% among 360,000. AID 720504; note: potency is the fitted concentration of half-maximal effect; series mostly up to about 57 µM; % is set by controls: 0 for no effect and ±100 for the full control effect; nearly all actives have a fitted effect of over 65% in size
PI5P4K alpha inh = blocks human PI5P4K alpha kinase activity | PI5P4Kalpha enzyme, ADP-Glo luminescence, 60 min; stronger effect = lower value | max response, % | hit rate 1.2% among 330,000 | AID 652105; active = max response of -50% or lower; inconclusive = between -30% and -50%; inactive = -30% or higher; note: value at the top dose of about 77 µM; % is set by controls: 0 for no effect and ±100 for the full control effect
Target sequence (P48426 whole entry, looked up): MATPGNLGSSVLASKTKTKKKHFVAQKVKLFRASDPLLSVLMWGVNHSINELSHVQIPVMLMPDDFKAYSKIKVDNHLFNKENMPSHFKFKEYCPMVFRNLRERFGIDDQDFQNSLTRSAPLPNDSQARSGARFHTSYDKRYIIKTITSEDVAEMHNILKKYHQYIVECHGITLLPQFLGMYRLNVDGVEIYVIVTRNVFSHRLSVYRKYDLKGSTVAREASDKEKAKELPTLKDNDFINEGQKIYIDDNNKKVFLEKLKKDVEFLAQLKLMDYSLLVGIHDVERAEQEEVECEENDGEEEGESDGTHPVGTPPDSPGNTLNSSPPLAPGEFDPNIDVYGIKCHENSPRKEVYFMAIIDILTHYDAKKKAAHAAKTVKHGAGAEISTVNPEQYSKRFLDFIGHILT
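Reactions run in 0.038 M HEPES pH 7.4, 0.28 mM EGTA, 0.1% CHAPS and 5% DMSO, with PI5P4Kalpha, substrate, compound and 5 microM ATP final, one hour at room temperature. Readout is ADP-Glo luminescence.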
GLP1R inv ag = inverse agonists of human GLP-1 receptor. HEK293 GLP-1R CRE-luciferase, luminescence, 24 h; GLP-1R form is constitutively active. Potency, µM (highest dose often 38.3 µM), without a hit: at the top dose activity change, negative = inhibition, actives largely listed as inhibitors. hit rate 1.6% among 410,000; note: potency is the fitted concentration of half-maximal effect; % is set by controls: 0 for no effect and ±100 for the full control effect; nearly all actives have a fitted effect of over 55% in size
Target sequence (P43220 whole entry, looked up): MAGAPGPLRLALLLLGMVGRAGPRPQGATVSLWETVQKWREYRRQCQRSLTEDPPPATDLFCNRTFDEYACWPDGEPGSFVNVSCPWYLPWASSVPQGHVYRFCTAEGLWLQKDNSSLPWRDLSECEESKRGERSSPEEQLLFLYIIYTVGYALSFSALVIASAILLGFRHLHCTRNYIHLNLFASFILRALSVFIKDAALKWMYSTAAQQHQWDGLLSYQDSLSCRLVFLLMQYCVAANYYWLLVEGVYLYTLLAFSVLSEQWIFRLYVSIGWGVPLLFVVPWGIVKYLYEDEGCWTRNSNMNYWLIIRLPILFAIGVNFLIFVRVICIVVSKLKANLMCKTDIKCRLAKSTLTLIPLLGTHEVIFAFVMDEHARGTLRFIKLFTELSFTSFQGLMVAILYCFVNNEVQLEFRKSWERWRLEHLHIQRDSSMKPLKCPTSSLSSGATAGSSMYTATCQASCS
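Cells are plated, allowed 12 hours at 37 deg C, then treated with compounds for 24 hr before luciferase detection reagent is added and luminescence is read after 12 min at room temperature. The HEK293 line carries constitutively active GLP-1R with a cAMP-responsive reporter.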
GLP-1R agonist = agonists of human GLP-1 receptor; P43220; HEK293 GLP-1R CRE-luciferase, luminescence, 4-6 h; cells express a hypersensitive GLP-1R form; Potency, µM (highest dose often 45.6 µM), for the others: at the top dose activation, actives largely listed as activators; hit rate 0.007% among 380,000; note: potency is the fitted concentration of half-maximal effect; % of control where 0% means no effect
WRN inhibitor = WRN helicase (human) inhibition | WRN helicase unwinding, fluorescent forked duplex, kinetic | Potency, µM (highest dose often 114 µM), inactives show top-dose activity change, negative = inhibition, hits mostly inhibitors | hit rate 0.46% among 360,000; note: potency is the fitted concentration of half-maximal effect; % is set by controls: 0 for no effect and ±100 for the full control effect; nearly all actives have a fitted effect of over 55% in size
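Fluorescence dequenching readout, ex 525 nm/em 598 nm, kinetic mode: forked duplex DNA (100 nM final) with adjacent fluorophore and quencher unwound by WRN (20 nM final) with 2 mM ATP. Compound preincubation 15 min, room temperature.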
GLP1R cytotox = cytotoxicity in counter-screen for GLP-1R inverse agonists. HEK293 cAMP-luciferase reporter cells, luminescence, 24 h. Potency, µM (doses to about 38.3 µM), for inactives: at the top dose activity change, negative = inhibition, hits mostly inhibitors. hit rate 0.13% among 410,000;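 note: loss of luciferase light is scored as toxicity; potency is the fitted concentration of half-maximal effect; % is set by controls: 0 for no effect and ±100 for the full control effect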
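To flag toxic compounds, the library was rerun on cells for 24 hr at 37 deg C and 5% CO2. Viability-linked luminescence was captured 12 min after adding luciferase detection reagent.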
DRD3 agonist = D3 dopamine receptor (human) agonism; D3R DiscoveRx beta-arrestin cells, luminescence, 90 min; max activation, %; P35462; AID 652048; hit rate 0.58% among 410,000; in the data active = max activation above about 30%; note: 0% is about no effect; mostly tested at two doses, the higher about 12 µM
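Cells at 1500/well, incubated overnight, then treated with pinned compounds (dopamine as control) for 90 min at 37 degrees C. DiscoveRx reagent added for 30 - 60 minutes at room temperature; luminescence read.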
IL2 activator = IL-2 activation; AID 652025; activation, % (series mostly up to about 46 µM); hit rate 0.065% among 360,000; IL-2 activation reporter assay, cell-based qHTS; stimulated with anti-CD3/CD4/CD28 beads; in transgenic mouse T cells; in the data active = activation above about 50%; inconclusive = mostly about 30% to 49%; note: 0% is about no effect
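Using fluorescent plate cytometry, EGFP and DsRed are detected in transgenic mouse T cells stimulated 18 h at 37 degrees C with antibody-coated beads after 60 min compound pretreatment.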
Starred values were filed as active, the others as inactive; u = inconclusive; x = no result given; [ ] = remark or other dose. Unless noted, calls come from the whole dose curve; as a rule, active = well fitted curve in the direction sought with a large enough effect; inconclusive = small, poorly fitted or top-dose-only effect, or another doubt; inactive = no such curve, though single readings can be large; an effect the other way counts as inactive or inconclusive.

Every second line gives: DRD3 antagonist, PLK1 PBD inh, PI5P4K alpha inh, GLP1R inv ag, GLP-1R agonist, WRN inhibitor, GLP1R cytotox, DRD3 agonist, IL2 activator
CCc1nc2ccccc2n(CCOCCn2c(=O)c(CC)nc3ccccc32)c1=O
→ -16, -14%, x, 5%, -18%, -2%, 1%, 3, -1.5
C[C@@H](c1ccccc1)N1Cc2ccccc2Oc2cc(Br)ccc2S1(=O)=O
→ -3, -4%, 2, u, -4%, 2%, 19%, -14, -0.6
CCOc1ccc(C(=O)c2cn(CC(=O)Nc3cc(OC)cc(OC)c3)c3ccc(F)cc3c2=O)cc1
→ x, x, x, -19%, 1%, x, 3%, -13, x
CCOC(=O)c1cnn(-c2cc(C)cc(C)c2)c1N
→ 5, -5%, 0, 16%, 2%, -9%, -1%, 17, -2.1
CCOC(=O)c1cc2sccc2n1CC(=O)Nc1ccc(OC)cc1
→ -11, -3%, x, 0%, -5%, 7%, 0%, -4, -2.1
COc1cc2ncc(S(=O)(=O)c3ccccc3)c(N3CCCC(C)C3)c2cc1OC (stereo unspecified)
→ 15, -25%, 4, u, -5%, -9%, u, 9, -4.8
O=C(CN1CCN(C(C(=O)Nc2ccc(F)cc2)c2ccccc2)CC1)NC1CC1 (stereo unspecified)
→ -16, 7%, -4, -5%, 2%, 6%, -26%, 3, -1.7
C=CCNC(=O)c1ccc2c(=O)n(Cc3ccccc3OC)c(=S)[nH]c2c1
→ 9, -7%, -4, 15%, 1%, 1%, 6%, 0, 1.1
COc1ccc(F)cc1S(=O)(=O)n1cc(C)nc1-c1ccccc1
→ 11, 4.2µM*, u, 0%, -4%, 14%, -2%, 2, -0.8
O=C(C1CCCCN1S(=O)(=O)c1ccc(F)cc1)N1CCN(c2ccccc2F)CC1 (stereo unspecified)
→ -10, -15%, -2, -23%, 8%, 0%, 2%, -1, -1.4
COc1ccc(NC(=O)c2ccccc2NC(=O)NC2CCCCC2)cc1
→ 29, 2%, 2, -8%, 1%, -2%, -3%, -1, -1.8
CC1CCCCN1Cc1ccc(-c2nnn(CC(=O)NC3CCCCC3)n2)cc1 (stereo unspecified)
→ -30, -9%, -3, u, 3%, 0%, 10%, -13, -1.6
O=C(NCCCn1cccn1)C1CCC(=O)N(CCc2ccccc2)C1 (stereo unspecified)
→ 0, -1%, -6, -2%, -6%, 4%, 2%, 1, 0.6
O=C(O)CC/C(=N\Nc1ccccc1[N+](=O)[O-])c1cccs1
→ u, -11%, 0, 1%, 16%, -7%, u, -15, -0.3
CCN(CCC(=O)Nc1cc([N+](=O)[O-])ccc1OC)Cc1ccccc1
→ -81*, 4%, 1, -20%, 0%, 0%, 0%, -25, 12
Cc1cc(C)cc(Oc2nc(C(F)(F)F)nc3ccccc23)c1
→ -13, 1%, 3, u, -21%, -17%, -21%, -9, -3.5
Cc1ccc(NC(=S)N2CCC(c3nc4ccccc4s3)CC2)cc1
→ 7, -12%, x, 0%, 0%, -5%[57.1 µM], -4%, -11, -2.7
Cc1ccc(S(=O)(=O)N2CCOCC2)cc1NC(=O)COC(=O)c1cc(=O)c2ccccc2o1
→ 68, 0%, -1, 5%, -1%, 8%, 1%, 1, -0.3
COc1ccc(C(=O)CSc2nnc(-c3cnccn3)n2Cc2ccco2)cc1
→ 8, -15%, -9, 3%, 4%, -13%, 0%, 0, 0.9
COC(=O)c1cc(NC(=S)NCc2ccc(Cl)cc2)cc(C(=O)OC)c1
→ 6, u, -2, u, -4%, -13%, u, -2, 0.0
O=C(O)CCCC(=O)Nc1ccccc1SCCS(=O)(=O)c1ccc(Cl)cc1
→ 26, -23%, -5, 0%, 1%, -5%, -2%, -5, 1.1
CC(=O)c1cccc(NC(=O)N2CCCC2C(=O)Nc2ccc3c(c2)OCO3)c1 (stereo unspecified)
→ 2, 30µM*, 2, 3%, -3%, -11%, 5%, -7, -2.9
O=C(NC1CCCc2c1cnn2-c1cc(F)cc(F)c1)c1ccc[n+]([O-])c1 (stereo unspecified)
→ 3, 5%, 0, 11%, -3%, -8%, -1%, 20, -2.4
CCC1=C(OC(=O)N(CC)CC)N2C(=O)OC(=NCC(=O)OC)[C@]2(C)[C@H]2C1=CC[C@H]1C(=O)N(CC(=O)OC)C(=O)[C@H]12
→ -21, -7%, 0, 19%, 0%, 6%, u, 20, -0.3
CC1(C)C2([N+](=O)[O-])CN3CC1([N+](=O)[O-])CN(C2)C3C(O)C(O)C(O)CO (stereo unspecified)
→ -18, -9%, 0, 8%, 11%, 0%, -2%, -11, -0.9
COc1ccc(N(CC(=O)N2CCOCC2)S(C)(=O)=O)c(OC)c1
→ 0, 21µM*, 1, 11%, 4%, -9%, -1%, 1, -0.7
O=C(Nc1cccc(OC(=O)c2ccco2)c1)c1ccco1
→ -22, -12%, x, 19%, 5%, -16%, 0%, 1, -3.7
CCN1CCN(C2=C(NS(=O)(=O)c3ccc(C)cc3)C(=O)c3ccccc3C2=O)CC1
→ -11, -21%, 5, u, -7%, -10%, u, -12, -3.0
O=C(COC(=O)/C=C/c1cccc(C(F)(F)F)c1)Nc1cccc2ccccc12
→ 10, -1%, 18, 1%, -17%, -22%, 6%, -5, -0.1
CCOC(=O)c1sc(/N=C/Nc2nc(C)c(C(=O)OCC)s2)nc1C
→ -8, 8%, -1, 45%[activator], 0%, -4%, 15%, 0, 0.1
CCOC(=O)C[C@H]1c2ccccc2S(=O)(=O)N1C1CC1
→ 0, 1%, 0, -3%, -5%, -3%, -18%, 0, -2.1
O=C(OCc1nnc(-c2cccs2)o1)c1cccnc1Cl
→ -15, -10%, -4, 2%, 8%, 10%, 13%, -7, 0.7
CCOC(=O)c1c(NC(=O)CN2CCCCC2)sc2c1CCN(C(=O)OCC)C2
→ 8, 5%, x, u, 18%, -15%, u, 21, -2.8
O=C(NNC(=O)C12CC3CC(CC(C3)C1)C2)c1cccc([N+](=O)[O-])c1
→ -3, 2%, -4, 1%, 15%, 5%, 1%, 7, -0.5
O=C(O)CCCCCN1C(=O)CSC1=S
→ 0, -7%, -6, -19%, -5%, 2%, -16%, -6, 1.5
Cc1ccc2[nH]c(=O)c(-c3nc4c(C)cccn4c3NCc3ccco3)cc2c1
→ -6, -12%, -7, -1%, 8%, -8%, 7%, 0, -2.6
CCOC(=O)c1cc2cc(F)ccc2nc1C
→ 15, -4%, -12, 41%[activator], 0%, -13%, -2%, 0, -0.5
CC1=C(C(=O)N(C)C)CC(CC(=O)NCC2CCCCC2)C(=O)N1Cc1ccc(C(C)(C)C)cc1 (stereo unspecified)
→ 0, -3%, -6, u, -2%, 4%, -10%, -10, -2.9
O=C1/C(=C/c2cccnc2)Oc2cc(OS(=O)(=O)c3ccccc3)ccc21
→ -15, -21%, x, 131%[activator], -13%, -12%, 1%, -4, -3.0
COc1ccc(Cn2c(C3CCCCC3)nc3c(c(=O)c4ccccc4n3C)c2=O)cc1
→ -21, -6%, 1, -18%, 2%, -12%, -21%, 2, -0.6
O=C(c1cccs1)N1CCN(C(=O)N2CCOCC2)CC1
→ 22, -9%, 0, 0%, -2%, 0%, 7%, -6, -2.7
Cc1oc(-c2ccc(Cl)cc2)nc1CS(=O)CC(=O)NCCN1CCCC1 (stereo unspecified)
→ 5, -10%, -2, -21%, -1%, -2%, 6%, 3, -1.2
COc1cc2nc(NCC3CCCO3)n3nc(-c4cccnc4)nc3c2cc1OC (stereo unspecified)
→ 30, -5%, x, 9%, 2%, -14%, 4%, 18, -0.7
O=c1[nH]c2cc([N+](=O)[O-])c(NCCO)c([N+](=O)[O-])c2[nH]1
→ -59*, -3%, u, 54%[activator], 12%, -9%, u, -18, 0.0
COCCCn1c(C23CC4CC(CC(C4)C2)C3)n[nH]c1=S
→ 4, -6%, 4, u, 0%, -14%, u, 10, -0.7
Clc1ccc(C[n+]2cc(-c3ccccc3)n3c2CCC3)cc1Cl
→ u, 2%, -5, -27%, 1%, 5%, 9%, 1, -0.6
O=C(c1ccccc1S(=O)(=O)NCC(O)COc1ccc([N+](=O)[O-])cc1)N1CCCCC1 (stereo unspecified)
→ -9, -2%, 11, 4%, 1%, 3%, -8%, -2, 1.0
COCCCNC(=O)c1cc(OC)c(OC)c(OC)c1
→ 2, 30µM*, -10, 5%, -3%, 8%, 0%, 6, 2.3
CCOc1ccc(N=Cc2c(O)cc(C)oc2=O)cc1
→ -13, 0%, 3, -14%, -3%, -6%, u, 0, -1.8
CCOC(=O)N1CC=C2C(C#N)=C(N)C(C#N)(C#N)[C@H](c3ccsc3)[C@H]2C1
→ -21, -23%, x, 3%, -10%, -9%, 9%, -14, -0.3
COc1ccc(OC)c(NC(=O)CCN2CC(C)OC(C)C2)c1 (stereo unspecified)
→ 3, 3%, 1, 13%, 3%, 3%, -1%, -1, -0.3
CC(=O)c1c(C)[nH]c(C(=O)Nc2ccc(F)c(F)c2F)c1C
→ -6, -10%, 0, -20%, 10%, 7%, -1%, -4, -2.5
Cc1cc(C(F)(F)F)c(C#N)c(SCC(=O)NC2CC2)n1
→ 12, -4%, x, 9%, -15%, 2%, -3%, -7, 9.3
CCOC(=O)C1=C(CC)Nc2ccccc2N=C1NC(=O)c1cc(C)on1
→ 34, -3%, 0, 7%, -2%, -6%, 4%, 8, 0.9
CCOc1ccc(-c2nnc(SCC(=O)N3CCOCC3)o2)cc1
→ 4, -4%, -1, 8%, -12%, 8%, -7%, 2, -0.4
C/C=C/c1ccc(OCCOCCOc2cccc3cccnc23)c(OC)c1
→ -7, -14%, 6, u, -3%, -26%, -4%, -3, -0.3
CN1CCN(c2nc(-c3ccccc3)nc3c2oc2ccccc23)CC1
→ -11, -7%, -6, 3%, -8%, 1%, 0%, -7, 0.8
COc1ccc(C(=O)/C=C/c2cn(CC(O)CN(CC(C)C)CC(C)C)c3ccccc23)cc1 (stereo unspecified)
→ x, x, x, -14%, 8%, x, 16%, 2, x

Fetched by structure from the entries so far, 2 records:
Every second line gives: DRD3 antagonist, PLK1 PBD inh, PI5P4K alpha inh, GLP1R inv ag, GLP-1R agonist, WRN inhibitor, GLP1R cytotox, DRD3 agonist, IL2 activator
Cc1cc(C(F)(F)F)c(C#N)c(SCC(=O)NC2CC2)n1
→ 12, -4%, x, 9%, -15%, 2%, -3%, -7, 9.3
CC1CCCCN1Cc1ccc(-c2nnn(CC(=O)NC3CCCCC3)n2)cc1 (stereo unspecified)
→ -30, -9%, -3, u, 3%, 0%, 10%, -13, -1.6
